Screening results: PubChem BioAssay, National Center for Advancing Translational Sciences (NCATS)
ELG1 genotox: induces genotoxicity in HEK293T cells with luciferase-tagged ELG1 | HEK293T ELG1-luciferase reporter, luminescence, 16 h | Potency, µM (series often up to 46 µM), inactives show top-dose activity change, positive = activation, most hits filed as activators | 1.3% of 330,000 active; note: % of control where 0% means no effect; nearly all actives have a fitted effect of over 60% in size
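HEK293T cells expressing luciferase-tagged ELG1 were exposed to compound or DMSO vehicle for 16 hr at 37 °C and 5% CO2. Luciferase activity was then measured with ONE-Glo after 30 min at room temperature.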
FLuc modulator: inhibits or activates purified firefly luciferase, miR-21 counter-screen | purified FLuc, Km substrates, luminescence inhibition | Potency, µM (titrated, usually from 57.5 µM), without a hit: at the highest dose activity change, negative = inhibition, usual class: inhibitors | 6.9% of 360,000 active;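 note: plate controls were vehicle for no effect and reference inhibitor for full effect; nearly all actives have a fitted effect of over 55% in size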
Target sequence (P08659 whole entry, looked up): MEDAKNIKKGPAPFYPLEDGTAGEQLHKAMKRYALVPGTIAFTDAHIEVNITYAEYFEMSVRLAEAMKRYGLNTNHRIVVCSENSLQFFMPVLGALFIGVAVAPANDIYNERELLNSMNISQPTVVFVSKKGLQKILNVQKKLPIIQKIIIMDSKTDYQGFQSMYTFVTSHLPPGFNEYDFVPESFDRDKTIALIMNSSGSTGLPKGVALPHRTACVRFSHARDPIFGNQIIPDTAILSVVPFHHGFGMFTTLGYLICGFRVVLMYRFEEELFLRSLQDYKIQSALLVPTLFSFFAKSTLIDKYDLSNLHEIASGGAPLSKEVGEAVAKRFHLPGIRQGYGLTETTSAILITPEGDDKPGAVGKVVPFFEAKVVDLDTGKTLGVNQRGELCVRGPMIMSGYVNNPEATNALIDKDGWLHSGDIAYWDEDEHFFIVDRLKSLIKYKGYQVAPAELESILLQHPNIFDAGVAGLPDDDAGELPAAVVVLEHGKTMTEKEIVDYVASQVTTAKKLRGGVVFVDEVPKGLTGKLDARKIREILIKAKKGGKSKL
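Purified P. pyralis luciferase (10nM final) with 10uM D-luciferin and 10uM ATP (Km levels) in 50mM Tris acetate pH 7.5, 10mM Mg acetate, 0.01% Tween-20, 0.05% BSA; qHTS 6-point titration, ~60 µM downward; luminescence read.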
MBNL1 CUG block: blocks human MBNL1 binding to CUG repeat RNA. 0.036% of 280,000 active. AID 2675. Potency, µM (doses to about 57.5 µM), inactives show top-dose activity change, negative = inhibition, hits mostly inhibitors. TR-FRET MBNL1-His/biotin-(CUG)12 binding, 665/545 ratio. Q9NR56; active = well fitted inhibition curve with a large enough effect in the signal ratio, with a control signal flat, not every such curve was filed as active; inconclusive = small, poorly fitted or top-dose-only effect, or effect the other way, or a change in a side signal; inactive = no such curve, though single readings can be large or run the other way; the % refers to the signal ratio; note: % is set by controls: 0 for no effect and ±100 for the full control effect
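Ratiometric TR-FRET (665 over 545 nm, excitation 340 nm) tracks disruption of MBNL1-His/biotin-(CUG)12 complex after 60 min at room temperature, with compounds at 92 nM to 58 uM final.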
BRCA1 expr act: BRCA1 expression activation. MCF7-BRCA1-FFLuc reporter, luminescence, 48 h; response scale: scaled: vehicle 0%, 10 µM genistein 100%. Potency, µM (top dose mostly 46.1 µM), without a hit: top-dose activation, most hits filed as activators. 1.1% of 380,000 active. AID 624202; note: nearly all actives have a fitted effect of over 80% in size; some results filed as inactive show a strong effect at the top dose
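Quantitative HTS in MCF7 cells stably reporting BRCA1 expression via firefly luciferase. Compound treatment lasts 48 h at 37 °C in phenol-red free MEM. Activation is expressed relative to genistein at 10 microM and DMSO.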
Rab9 promoter act: activators of Rab9 promoter; Huh7 Rab9 promoter-luciferase reporter, luminescence, 24 h; Potency, µM (doses to about 9.22 µM), without a hit: top-dose activation, negative = inhibition, hits mostly activators; 2.8% of 320,000 active; AID 485297; note: % of control where 0% means no effect; nearly all actives have a fitted effect of over 60% in size
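Using Huh7 cells stably transfected with Rab9 promoter–luciferase, compounds were incubated 24 h at 37 °C, 5% CO2; luciferase luminescence was read 10 min after reagent addition.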
uPA surface inh: inhibitors of cell surface uPA generation | cell surface uPA generation assay, qHTS | Potency, µM (series often up to 38.3 µM), without a hit: at the highest dose activity change, negative = inhibition, actives largely listed as inhibitors | 0.31% of 330,000 active; active = well fitted inhibition curve with a large enough effect; inconclusive = small, poorly fitted or top-dose-only effect; inactive = no such curve, though single readings can be large or run the other way; tested in mouse RAW 264.7 cells; note: % is set by controls: 0 for no effect and ±100 for the full control effect; nearly all actives have a fitted effect of over 55% in size
RORgamma inh: ROR gamma (mouse) transcription inhibition; Drosophila S2 Gal4-RORgamma UAS-luciferase reporter, 20 h; Potency, µM (top dose mostly 53.6 µM), for the others: at the top dose activity change, negative = inhibition, hits mostly inhibitors; 5.4% of 310,000 active; note: % is set by controls: 0 for no effect and ±100 for the full control effect; nearly all actives have a fitted effect of over 60% in size
Target sequence (P51450 whole entry, looked up, the tested form may be a part): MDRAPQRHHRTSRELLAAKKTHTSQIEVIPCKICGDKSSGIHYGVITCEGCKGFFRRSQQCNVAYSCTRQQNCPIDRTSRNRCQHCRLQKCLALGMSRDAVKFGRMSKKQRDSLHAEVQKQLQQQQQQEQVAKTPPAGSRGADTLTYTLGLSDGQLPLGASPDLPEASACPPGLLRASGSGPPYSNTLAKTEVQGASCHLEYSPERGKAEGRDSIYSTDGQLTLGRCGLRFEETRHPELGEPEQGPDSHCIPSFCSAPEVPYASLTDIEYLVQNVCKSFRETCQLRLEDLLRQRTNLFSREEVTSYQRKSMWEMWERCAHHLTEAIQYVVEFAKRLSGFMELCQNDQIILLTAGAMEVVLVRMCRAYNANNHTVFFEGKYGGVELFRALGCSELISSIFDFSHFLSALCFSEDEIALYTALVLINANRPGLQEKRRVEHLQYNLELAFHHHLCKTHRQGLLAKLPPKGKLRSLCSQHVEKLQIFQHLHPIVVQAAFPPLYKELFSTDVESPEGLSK
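Using a luciferase readout, inhibitors were identified by reduced reporter activity in Drosophila cells coexpressing a copper-inducible Gal4–ROR gamma fusion and UAS-driven Photinus luciferase, incubated 20 hr after 700 uM copper sulfate.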
NPC1 prom act: activators of NPC1 promoter | Potency, µM (series often up to 9.22 µM), for inactives: at the highest dose activation, most hits filed as activators | Huh7 NPC1 promoter luciferase reporter, 24 h | AID 485313 | 2.4% of 320,000 active;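 note: % of control where 0% means no effect; nearly all actives have a fitted effect of over 60% in size; reporter is driven by a mutant NPC1 promoter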
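Stably transfected Huh7 (NPC1 promoter→luciferase), 1500 cells/well in Opti-MEM + 10% FBS, 2 h settle, then compound 24 h at 37 °C. Luminescence after 10 min with Amplite reagent.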
p53 reactivation: re-activators of mutant p53; H1299 p53-A138V BP100-luciferase reporter, luminescence, 24 h; 0.063% of 320,000 active; AID 504706; Potency, µM (top dose mostly 92.2 µM), for inactives: top-dose activity change, positive = activation, hits mostly activators; note: % of control where 0% means no effect; nearly all actives have a fitted effect of over 45% in size
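p53-null H1299 cells stably carrying temperature-sensitive p53-A138V and a BP100-luciferase reporter were pinned with compounds (4-point, 1:5 series) and held 24 hrs at 37 deg C. Luminescence was read 10 min after detection reagent.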
Gal4-VP16 FLuc: Gal4-VP16 reporter inhibition counter-screen | 3.5% of 310,000 active | Potency, µM (top dose mostly 53.6 µM), inactives show top-dose activity, negative = inhibition, usual class: inhibitors | Drosophila S2 Gal4-VP16 UAS-luciferase, luminescence, 20 h | AID 2546;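 note: Gal4-VP16 expression switched on by copper sulfate through the metallothionein promoter; % is set by controls: 0 for no effect and ±100 for the full control effect; nearly all actives have a fitted effect of over 50% in size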
* hit, by the source's call; ? = inconclusive; · = no result given; & = joins results of further samples; [ ] = remark or other dose. Unless noted, calls come from the whole dose curve; as a rule, active = well fitted curve in the direction sought with a large enough effect; inconclusive = small, poorly fitted or top-dose-only effect, or another doubt; inactive = no such curve, though single readings can be large; an effect the other way counts as inactive or inconclusive. Potency is the fitted concentration of half-maximal effect.

Every second line gives: ELG1 genotox	FLuc modulator	MBNL1 CUG block	BRCA1 expr act	Rab9 promoter act	uPA surface inh	RORgamma inh	NPC1 prom act	p53 reactivation	Gal4-VP16 FLuc
[1] Clc1ccc(OCCN2CCN(c3ncnc4sccc34)CC2)cc1
  16%	-1%	2%	-73%	-41%[inhibitor]	-8%	?	-29%	-11%	0.63µM*
[2] CCCN1CCN(S(=O)(=O)c2ccc3c(c2)OCCO3)CC1
  -3%	0%	-2%	5%&1%	-2%	6%	28%	-3%	?	-3%
[3] CN1CCN(Cc2cc(Cl)c3cccnc3c2OC(=O)c2cccs2)CC1
  0%	4%	?	-114%[inhibitor]	-2%	-5%	4.5µM*	-1%	25%	13µM*
[4] O=c1ccc(Cl)cn1Cc1ccccc1F
  11%	2%	8%	32%	-1%	-4%	-9%	0%	4%	1%
[5] CCC(C(=O)Nc1cc(F)ccc1F)n1nc(C)c2c(C)n(-c3ccc(C)cc3)nc2c1=O (stereo not drawn)
  -12%	-1%&-2%	-5%	-49%	-4%	?	0%	-6%	1%	0%
[6] CC1CCN(CCNC(=O)c2ccc3c(=O)n(Cc4ccc(Cl)cc4)c(=S)[nH]c3c2)CC1
  ?	1%	6%	-17%	0%	-27%	11µM*	-4%	15%	?
[7] NC(=O)CSc1cn(CCNC(=O)c2cccs2)c2ccccc12
  0%	?	5%	13%	10%	4%	-39%	16%	6%	-7%
[8] O=C(NCCCN1CCCC1=O)c1ccc(Cl)c(NS(=O)(=O)c2ccc(F)cc2)c1
  0%	2%	-3%	-13%	-2%	-2%	-30%	-1%	-4%	0%
[9] CC(=O)Nc1cc2c(cc1C(C)=O)OCCO2
  -2%	0%	4%	-18%	-2%	15%	27%	1%	-4%	-11%
[10] Cc1ccc(CC(=O)N2CCC(c3nc4c(nnn4Cc4ccccc4)c(=O)[nH]3)CC2)cc1
  3%	2%	-10%	5%	-5%	1%	?	-3%	-4%	-2%
[11] O=C(NCc1cccnc1)C1CCN(S(=O)(=O)c2cccnc2)CC1
  -1%	0%	-6%	-10%	-6%	10%	8%	8%	0%	1%
[12] CCCNC(=O)c1c(Cl)cnn1-c1ccc(C)cc1
  ?	9.5µM*	14%	10µM*	2.5µM*	-2%	16%	2.5µM*	9%	2%
[13] CN(C)C(=O)NCc1ccc(S(N)(=O)=O)cc1
  2%	0%	1%	12%	-5%	·	-20%	1%	-1%	2%
[14] CN(C)c1nc2ccccc2c(N)c1-c1ccccc1
  2%	-9%	-3%	-46%	-4%	·	-19%	2%	9%	7%
[15] CCOC(=O)N1CCC(NC(=O)c2ccc(CS(=O)c3cccc(Cl)c3)o2)CC1 (stereo not drawn)
  3%	-1%	1%	0%	5%	4%	-9%	-1%	1%	3%

Complete entries as entered above. Order of screens: ELG1 genotox	FLuc modulator	MBNL1 CUG block	BRCA1 expr act	Rab9 promoter act	uPA surface inh	RORgamma inh	NPC1 prom act	p53 reactivation	Gal4-VP16 FLuc
O=C(NCc1cccnc1)C1CCN(S(=O)(=O)c2cccnc2)CC1 in the list: -1%	0%	-6%	-10%	-6%	10%	8%	8%	0%	1%
CCC(C(=O)Nc1cc(F)ccc1F)n1nc(C)c2c(C)n(-c3ccc(C)cc3)nc2c1=O (stereo not drawn) in the list: -12%	-1%&-2%	-5%	-49%	-4%	?	0%	-6%	1%	0%

Further records.
Every second line gives: ELG1 genotox	FLuc modulator	MBNL1 CUG block	BRCA1 expr act	Rab9 promoter act	uPA surface inh	RORgamma inh	NPC1 prom act	p53 reactivation	Gal4-VP16 FLuc
[16] Cc1ccc(S(=O)(=O)Cn2nnnc2C(C(C)C)N2CCN(Cc3ccco3)CC2)cc1 (stereo not drawn)
  -1%	11%	-9%	-4%	4%	1%	14%	1%	-5%	5%
[17] Cc1cccc(C)c1NC(=O)C(NC(=O)c1ccccn1)c1ccc([N+](=O)[O-])cc1 (stereo not drawn)
  0%	3%	25%	-6%	-2%	0%	-23%	-4%	-6%	-5%
[18] CC1(C)CC(=O)C(C2=NC3(CCCCCC3)Cc3ccccc32)=C(O)C1
  -1%	1%	-2%	1%	-3%	11%	12%	2%	-5%	6%
[19] COc1ccc(C2=Nc3ccc(C)cc3C(c3ccccc3)N2CC(=O)NN)cc1 (stereo not drawn)
  -1%	-10%	-9%	-1%	-3%	-5%	-22%	0%	-2%	2%
[20] CC1CCCCN1CCCn1c(=S)[nH]c2ccccc2c1=O (stereo not drawn)
  -9%	1%	-3%	-39%	-6%	1%	-4%	4%	-11%	28%
[21] COc1ccc(C(=O)NC2CCN(C(=S)Nc3ccccc3C)CC2)cc1
  1%	-1%	-6%	10%	-15%	0%	-3%	-1%	1%	1%
[22] COC(=O)C1CCN(C(=O)COC(=O)c2n[nH]c3ccccc23)CC1
  16%	?	-2%	-30%	26%	·	2%	16%	?	2%
[23] COc1cc(-c2nc(-c3ccccc3)c(-c3cc([N+](=O)[O-])ccc3C)[nH]2)cc(OC)c1OC
  -5%	-8%	20%	-76%	-3%	-14%	?	-2%	-9%	5%
[24] CN1CCC(=NNC(=O)C(=O)Nc2ccccc2F)CC1
  -6%	-5%	-10%	-4%	13%	-2%	-8%	-2%	-2%	-1%
[25] O=C(COC(=O)CCc1c[nH]c2ccccc12)NCc1ccc(Cl)cc1
  0%	1%	2%	-23%	4%	-7%	1%	-3%	-3%	1%
[26] COc1cc2ccccc2cc1C(=O)N(CCN(C)C)c1nc2c(F)cccc2s1
  -6%	0%	-2%	-20%	-5%	-10%	-23%	-2%	-6%	-14%
[27] CCCC(C)NC(=O)COc1ccc(Sc2ccc(OCC(=O)NC(C)CCC)cc2)cc1 (stereo not drawn)
  2%	-1%	-7%	-44%	-18%	-5%	3%	-16%	0%	-12%
[28] O=C(Nc1ccccc1C(=O)N/N=C/c1ccc(F)cc1)c1ccccc1Br
  -1%	6µM*	-4%	3%	7%	-12%	10µM*	7%	3%	?
[29] Cc1nc(SCCOc2ccccc2)[nH]c(=O)c1Cc1ccccc1
  3%	-2%	2%	0%	-1%	2%	0%	2%	-4%	-3%
[30] CCc1ccc(N2CC(C(=O)OC)CC2=O)cc1 (stereo not drawn)
  3%	3%	1%	-4%	-4%	6%	20%	-7%	-1%	1%
[31] CCOC(=O)/C(N=O)=C(\O)C1CCN(C(=O)OCC)CC1
  -7%	0%	-4%	4%	2%	-5%	3%	-1%	0%	-2%
[32] CC(C)(C)C1CCC(C(=O)Nc2cccnc2)CC1 (stereo not drawn)
  -16%	-14%	-3%	-12%	-6%	-3%	1%	-10%	-2%	-12%
[33] COc1ccc2sc(-c3ccc(SC)cc3)c(C#CC(C)(C)O)c2c1
  -4%	?	·	-58%	-6%	-18%	·	9%	16%	·
[34] O=C(CN(Cc1ccco1)C(=O)c1cccc(F)c1)Nc1ccccc1C(F)(F)F
  -2%	0%	·	-18%	3%	-2%	·	-1%	1%	·
[35] O=C(CN1CCSCC1)N/N=C/c1ccc(F)c(F)c1
  -4%	1%	14%	5%	-1%	·	6%	2%	1%	5%
[36] COCCOC(=O)C1=C(C)NC(=O)NC1c1cccc(F)c1 (stereo not drawn)
  -1%	-2%	0%	-24%	8%	0%	7%	2%	24%	2%
[37] O=C(c1ccco1)N1CCCC(Nc2ccc3c(c2)OCCO3)C1 (stereo not drawn)
  ?	24µM*	5%	8.9µM*	?	-3%	-2%	?	?	-2%
[38] Cc1ccc2c(c1)C(O)(CC(=O)c1cccnc1)C(=O)N2 (stereo not drawn)
  0%	1%	?	-1%	8%	-4%	2%	0%	4%	3%
[39] Cc1cc(C(=O)OCC(=O)N2CC(C)OC(C)C2)ccc1[N+](=O)[O-] (stereo not drawn)
  -2%	-3%	?	-8%	2%	7%	-4%	0%	-3%	-16%
[40] O=c1[nH]c2ccccc2c(O)c1-[n+]1ccccc1
  1%	3%	1%	18%	-3%	1%	-2%	2%	3%	-3%
[41] CCN(CC)C1CCN(Cc2c(C(=O)N3CCCCCCC3)nc3ccc(Cl)cn23)C1 (stereo not drawn)
  1%	1%	-5%	14%	-2%	6%	0%	-2%	13%	-2%
[42] CC1CCc2c(sc(N)c2C(=O)OC(C)C)C1 (stereo not drawn)
  7%	-11%	2%	1%	-5%	-3%	9%	-1%	1%	16%
[43] CC(=O)Nc1ccc(C=C(C(C)=O)C(C)=O)cc1
  ?	4%	-10%	-28%	-5%	-4%	-38%	-6%	6%	4%
[44] Clc1ccc(Cl)c(Oc2ccc(Oc3nc(Cl)ccc3Cl)cc2)n1
  -4%	1%	-1%	7%	1%	·	-30%	-3%	0%	11%
[45] COc1cc(CC(=O)Nc2ccc3c(c2)CCC3)cc(OC)c1OC
  17%	3%	·	-42%	-16%	-5%	?	-4%	-17%	-24%
[46] Cc1ccc(S(=O)(=O)N2CCCNCC2)cc1
  -3%	0%	-4%	-9%	-6%	1%	9%	3%	-7%	-8%
[47] COc1cc(OC)cc(C(=O)NCC2CCCO2)c1 (stereo not drawn)
  0%	2%	-2%	1%	4%	10%	3%	0%	4%	5%
[48] CC1=NNC(=O)C1Cc1ccccc1C (stereo not drawn)
  -9%	-1%	-5%	2%	-2%	-1%	5%	-7%	-4%	-4%
